mouse EphA4 binding: inhibitors of EphA4 binding to KYL peptide, primary screen, biochemical, colorimetric, mouse EphA4 (AID 689); EphA4-AP binding to KYL peptide, pNPP A405; higher % means a stronger effect; inhibition, % at 10 µM, or IC50 in µM where a hit was titrated; 62,000 tested, 0.1% active; in the data active = a potency from the dose series; inactive = the rest, 99 in 100 with inhibition below about 22%
Numbers without * were called inactive; & = joins results of further samples. This is a subset; count on the stated rates, not on these rows.

| No. | Compound | mouse EphA4 binding |
| --- | --- | --- |
| 1 | COc1cccc(C2=NOC(C(=O)NCc3ccco3)C2)c1 (stereo not drawn) | -5% |
| 2 | O=C(C1CCN(S(=O)(=O)N2CCC3(CC2)OCCO3)CC1)N1CCc2ccccc2C1 | -12% |
| 3 | Cc1cc(C)n(Cc2n[nH]c(=S)n2Cc2ccccc2)n1 | -8% |
| 4 | CCOC(=O)N1CCN(CC(O)COc2ccccc2C(C)C)CC1 (stereo not drawn) | -18% |
| 5 | CCCSc1nc2c(cnn2-c2ccc(C)c(C)c2)c(=O)[nH]1 | -1% |
| 6 | Cc1cccc(C)c1NC(=O)COc1cccc(/C=N/NC(=O)C(=O)NCc2ccccc2)c1 | -6% |
| 7 | COc1ccc(CCNC2=NCCS2)cc1 | -6% |
| 8 | CCOC(=O)C(=O)Nc1ccc(F)cc1 | 3% |
| 9 | Cc1ccc(NC(=O)c2cc(N3C(=O)C4CC=CCC4C3=O)ccc2N2CCOCC2)cc1Cl (stereo not drawn) | -4% |
| 10 | COc1cc(/C(C)=N/N2CCN(c3ccccc3OC)CC2)ccc1O | -8% |
| 11 | COc1ccc2c(C(F)(F)F)cc(=O)oc2c1 | -10% |
| 12 | Cc1cccc(N(CC(=O)NC2CCCC2)C(=O)CS(=O)CC(=O)Nc2ccc3c(c2)OCO3)c1 (stereo not drawn) | -12% |
| 13 | CC1Cc2ccccc2N1C(=O)CSc1nnc(-c2ccc(S(=O)(=O)N3CCCCC3)cc2)o1 (stereo not drawn) | -11% |
| 14 | CC(=O)c1cccc(NC(=O)CN(c2ccccc2)S(C)(=O)=O)c1 | 4% |
| 15 | CCn1c(SCC(=O)N2CCCCC2)nc(O)cc1=O | -14% |
| 16 | C=CCN(C#N)c1nc(OC)nc(N2CCCC2)n1 | -13% |
| 17 | CCN(CCNC(=O)CC1Oc2ccccc2NC1=O)c1ccccc1 (stereo not drawn) | -4% |
| 18 | Cc1ccc(-c2ccc(OC(=O)COc3ccccc3Cl)cc2)cc1 | -3% |
| 19 | COC(=O)CSc1nnc(-c2ccco2)n1Cc1ccco1 | -6% |
| 20 | Cc1cc(C)n(-c2nc3c(c(=O)[nH]c(=O)n3C)n2Cc2ccccc2)n1 | -9% |
| 21 | CC1CCCC(C)N1C(=O)Cn1c(SCC(=O)NCc2ccc3c(c2)OCO3)nc2ccccc21 (stereo not drawn) | 5% |
| 22 | Cc1ccc(S(=O)(=O)Cc2nc3ccccc3c(=O)[nH]2)cc1 | -9% |
| 23 | CCOC(=O)c1nnn(-c2nc(N3CCCC3)nc(N3CCCC3)n2)c1-c1ccccc1 | -9% |
| 24 | Cc1ccsc1C(=O)OCC(=O)NCC1CCCO1 (stereo not drawn) | -7% |
| 25 | COc1ccccc1/C=C1/SC(=O)N(CNc2cccc(Cl)c2)C1=O | -7% |
| 26 | NC(=O)CSc1nnc(Cc2cccs2)n1C1CCCCC1 | -2% |
| 27 | CCCCC(=O)NC(c1ccc(OC)c(OC)c1)c1c(O)ccc2ccccc12 (stereo not drawn) | -6% |
| 28 | Cc1ccc(C)c(NC(=O)CSc2nnc([C@@H]3CCCN3C(=O)OC(C)(C)C)o2)c1 | -4% |
| 29 | CCn1c(SCC(=O)NC(=O)Nc2ccc3c(c2)OCCO3)nnc1-c1cccs1 | -27% |
| 30 | Cc1ccc(NC2CC(=O)N(c3ccccc3)C2=O)cc1 (stereo not drawn) | 2% |
| 31 | Cc1ccc(N(CC(=O)NC2CCCCC2)C(=O)c2ccc(C)s2)cc1 | -14% |
| 32 | CC1(C)CC(=O)C(Sc2nnc(-c3ccc(NS(C)(=O)=O)cc3)n2Cc2ccco2)C(=O)C1 | -11% |
| 33 | COC(=O)c1cccc(-n2nnnc2SCC(=O)Nc2cc(C)on2)c1 | -4% |
| 34 | COCC(=O)Nc1cc(C(=O)Nc2ccccc2C)ccc1Cl | -8% |
| 35 | CSc1nc(N(C)NC(=O)c2cccc(C)c2)c2ccccc2n1 | -1% |
| 36 | COC(=O)C1=C(C)N(CC(C)C)C(=O)/C1=C\c1cccs1 | -6% |
| 37 | Cc1cccc(-n2ncc3c(N4CCCc5ccccc54)ncnc32)c1 | -6% |
| 38 | Cc1ccc(C)c2[nH]c(=O)c(CN(CCN3CCOCC3)Cc3nnnn3CC3CCCO3)cc12 (stereo not drawn) | -1% |
| 39 | CC1(C)CC(=O)c2cc(OCC(=O)NCCN3CCCc4ccccc43)ccc2O1 | -12% |
| 40 | CC(C)Sc1nc(SCC(=O)NCc2ccco2)c2c3c(sc2n1)COC(C)(C)C3 | -3% |
| 41 | O=C(/C=N/O)NCCN1CCCCC1 | -1% |
| 42 | CC1CN(C(=O)c2ccc([N+](=O)[O-])cc2)CC(C)O1 (stereo not drawn) | 0% |
| 43 | CCOc1[nH]n(-c2ccc(Cl)cc2)c(=O)c1C=Nc1ccc(O)cc1 | -2% |
| 44 | CN1CCN(C(=O)Cn2c(=O)oc3cc(S(=O)(=O)NCc4ccccc4)ccc32)CC1 | -16% |
| 45 | COc1ccc(CCNC(=O)c2ccn[nH]2)cc1OC | -6% |
| 46 | CCc1ccc2c(c1)cc(CN(C(=S)Nc1cccc(C)c1)C1CC1)c1nnnn12 | -15% |
| 47 | COc1cccc(C(=O)Nc2cc(=O)n(C)c(=O)n2C)c1OC | -15% |
| 48 | CCOc1ccc(-n2c(=S)sc3c(=O)[nH]c(SCC(=O)NCc4ccco4)nc32)cc1 | 6% |
| 49 | CCN1CCN(C(c2ccccc2)c2nnnn2CCc2ccc(OC)c(OC)c2)CC1 (stereo not drawn) | -21% |
| 50 | CC(=O)c1cccc(NC(=O)C2CCCN2S(=O)(=O)c2cccc3cccnc23)c1 (stereo not drawn) | -9% |
| 51 | O=C(Nc1cccnc1)c1cc(-c2cccs2)on1 | -8% |
| 52 | COc1c(Cl)ccc(Cl)c1C(=O)NC(=O)N1CCOCC1 | -11% |
| 53 | COCCNC(=O)C1CCC(=O)N(c2ccc(OC)cc2)C1c1ccc(OC)c(OC)c1 (stereo not drawn) | -17% |
| 54 | CC1Cc2ccccc2N1C(=O)CN(C)S(=O)(=O)c1cccc2cccnc12 (stereo not drawn) | -4% |
| 55 | Nc1c(C(=O)NCc2ccc3c(c2)OCO3)c2nc3ccccc3nc2n1CCCN1CCOCC1 | 16% |
| 56 | COC(=O)CSc1nc(C)cc(C(F)(F)F)c1C#N | -18% |
| 57 | CCOC(=O)N1CCN(C(=O)CCn2c(=S)[nH]c3cc(OCC)c(OCC)cc3c2=O)CC1 | -7% |
| 58 | Cn1c(=NC(=O)c2cnccn2)sc2ccccc21 | -8% |
| 59 | CCOC(=O)N1CCC(c2nc(C)sc2C(=O)O)CC1 | 9% |
| 60 | CNC(=S)NNC(=O)c1sccc1OCc1ccc(Cl)cc1Cl | 4% |

Following part
nr	SMILES	mouse EphA4 binding
61	Cn1c(C(=O)NCCN2CCc3ccccc3C2)cc2c(=O)n(C)c3ccccc3c21	-16%
62	NC(=O)CNC(=O)[C@@H]1CC2(CC(c3ccc(Cl)cc3)=NO2)CN1C(=O)c1ccc(Br)cc1 (stereo partly drawn)	2%
63	Cc1nc(N2CCOCC2)nc(N2CCN(c3ccccc3)CC2)c1[N+](=O)[O-]	-26%
64	Cc1oc(C(=O)O)cc1COc1cccc2cccnc12	-12%
65	O=Nc1c(O)n(Cc2cccc(Cl)c2)c2ccccc12	-6%
66	CN1C(=O)C(=Cc2cccc(Cl)c2Cl)C(=O)N(C)C1=O	-9%
67	Cn1nc(CC(=O)NCCN2C(=O)CSC2=O)c2ccccc2c1=O	0%
68	Cc1ccc(C(C(=O)NC2CCCCC2)N(CCC(C)C)C(=O)CNC(=O)c2ccco2)o1 (stereo not drawn)	-10%
69	CC(C)c1ccc2c(c1)C(c1ccc(N3CCOCC3)cc1)=NNC(c1cccs1)=N2	-12%
70	Cc1ccccc1-c1n[nH]c(=S)o1	-9%
71	CCOC(=O)CC(=O)CSc1nnc2sc3ccccc3n12	-5%
72	CCn1cc(C(=O)C(F)(F)F)c2ccccc21	-15%
73	COc1cccc(CSc2nc3sc(C)c(C)c3c(=O)n2Cc2ccco2)c1	23%
74	C=CCn1c(SCC(=O)NCc2ccco2)nc2sc3c(c2c1=O)CCC3	21%
75	Cc1nc2cccc(C(=O)NCc3ccccc3)c2o1	-4%
76	CNc1nc(Sc2cccc(C(F)(F)F)c2)cc(C(F)(F)F)n1	-3%
77	COc1cccc(C2/C(=C(\O)c3c(C)nc4c(C)cccn34)C(=O)C(=O)N2CCCN(C)C)c1 (stereo not drawn)	-17%
78	CC(=O)Nc1ccc(N2CCCCC2)cc1	-8%
79	Cc1ccc(-c2nnc(SCC(=O)N3CCCc4ccccc43)n2N)cc1	6%
80	Cc1ccc2c(c1)N(Cc1ccc3c(c1)OCO3)C(=O)C(C)O2 (stereo not drawn)	-10%
81	O=C(c1cccs1)[C@@H]1[C@@H]2C(=O)N(Cc3ccc4c(c3)OCO4)C(=O)[C@@H]2C2c3ccccc3C=CN21 (stereo partly drawn)	-4%
82	O=[N+]([O-])C1=C(Nc2cccc3ccccc23)CS(=O)(=O)C1	-9%
83	O=C(CSc1nnc(-c2cnccn2)n1Cc1ccco1)c1ccccc1	3%
84	CC(N=C(NS(=O)(=O)c1ccccc1)c1ccccc1)C(=O)O (stereo not drawn)	2%
85	COc1ccc(OC)c(NC(=O)CSCc2cnn(-c3ccccc3)c2-n2cccc2)c1	2%
86	Cc1ccc(S(=O)(=O)n2nc(C)c(Br)c2C)c(C)c1C	2%
87	CC(Oc1ccc(Cl)cc1Cl)C(=O)NCCN(C)C (stereo not drawn)	9%
88	O=C(O)CNC(=O)c1ccc2c(c1)OCCO2	5%
89	CCN1CCN(CC(=O)c2c(C)n(C)c3ccc(OC)cc23)CC1	-12%
90	COc1cccc(/C(O)=C2/C(=O)C(=O)N(CCCN(C)C)C2c2cccc(Cl)c2)c1 (stereo not drawn)	-10%
91	O=S(=O)(c1ccc(N2CCCC2c2nc3ccccc3s2)nc1)N1CCOCC1 (stereo not drawn)	6%
92	COc1ccc(CNC(=O)CCCn2c(SCC#N)nc3cc4c(cc3c2=O)OCO4)cc1	-17%
93	O=C(NNc1ccc([N+](=O)[O-])cc1)C1CC2CCCC(C1)C2=O (stereo not drawn)	-3%
94	CC(=O)c1cc(-c2ccccc2)n(CC(=O)NC2CCCC2)c1C	-2%
95	CC(C)(SC(=S)N1CCOCC1)C(=O)O	-11%
96	COC(=O)Nc1ccc(S(=O)(=O)N(CCO)CC(F)(F)C(F)F)cc1	-3%
97	Cc1ccc(NC(=O)Cc2nnc(NC(=O)Nc3ccccc3)s2)cc1	9%
98	Cc1cccc(OCC(=O)NNC(=O)CSc2ncc(C#N)c(N)n2)c1	-3%
99	Cn1c(=NC(=O)CN2C(=O)C3CC=CCC3C2=O)sc2ccccc21 (stereo not drawn)	0%
100	Cc1noc(C)c1COC(=O)c1ccc2ccccc2n1	-9%
101	COc1ccc(CN2CCN(C(=O)c3cccs3)CC2)cc1	7%
102	Cc1cc(C)c2cc(CN(Cc3ccco3)C(=O)NCc3ccccc3)c(=O)[nH]c2c1	10%
103	Cc1cc(NC2CCCCC2)nc(N2CCOCC2)n1	-12%
104	Cc1ccc(C)c(NC(=O)c2ccc([N+](=O)[O-])cc2)c1	-13%
105	CCN(CCO)C(=O)C(c1ccccc1)c1ccccc1	-14%
106	O=C(c1nn2c(C(F)(F)F)cc(-c3ccccc3)nc2c1Cl)N1CCOCC1	-5%
107	CCOC(=O)/C=C1\NC(C)(C)Cc2cc(OC)c(O)cc21	-5%
108	O=C(Nc1ccc2c(c1)oc1ccccc12)N1CCOCC1	-1%
109	CCCCNC(=O)c1onc(CSc2ccccc2F)c1C(=O)O	-7%
110	CCCCN(C)C(=O)C1CCN(Cc2ccccn2)CC1	0%
111	Cc1oc(-c2ccc3c(c2)OCCO3)cc1C(=O)NC(CCC(=O)O)C(=O)O (stereo not drawn)	-8%
112	COc1ccc(C(=O)Nc2ccc3c(c2)Cc2ccccc2-3)cc1	4%&-1%
113	CC(=O)Nc1ccc(S(=O)(=O)N(c2ccccc2F)S(=O)(=O)c2ccc(NC(C)=O)cc2)cc1	6%
114	CC(OC(=O)c1cccs1)C(=O)NCc1ccccc1 (stereo not drawn)	-15%
115	Cc1ccc2[nH]c(=O)c3cc(C(=O)N(C)Cc4ccco4)sc3c2c1	-8%
116	COc1ccc(NC(=O)c2ccc(OC)cc2)cc1	-5%

(continued)
nr	SMILES	mouse EphA4 binding
117	CC(C)Cc1cc(-c2ccco2)c(C#N)c(N)n1	-15%
118	COc1ccccc1C(=O)Nc1ccc(OC(F)(F)F)cc1	-6%
119	CC(C)NC(=O)/C(=C\c1cccc([N+](=O)[O-])c1)NC(=O)c1ccccc1	-3%
120	Cc1ccc(C(C)C)c(OCCN)c1	-2%&-2%
121	CCOC(=O)c1cc(C)n(Cc2ccccc2)c1C	0%
122	c1cnc(NC2CCCCCC2)nc1	-4%
123	Cc1ccc(/C=N/N2CCN(Cc3ccccc3)CC2)s1	1%
124	c1ccc(CN2CCN(CCN3CCn4c3nc3ccccc34)CC2)cc1	-16%
125	Cc1ccc(SCc2cc(=O)[nH]c(N3CCOCC3)n2)cc1	-11%
126	COc1cc2c(O)c3c(c(-c4ccc5c(c4)OCO5)c2cc1OC)C(=O)OC3	-3%
127	Cc1ccc2c(c1)C(=O)C(=O)N2CC(=O)OC(C)C	-10%
128	COC(=O)c1sc(=S)n(-c2ccccc2OC)c1N	5%

High-throughput results: PubChem BioAssay, Sanford-Burnham Center for Chemical Genomics
